# Screens (PubChem BioAssay)
# PGC1a acetyl inh: lowers PGC1a acetylation signal in U2OS cells | AlphaScreen anti-acetyl-lysine; with virally co-expressed GCN5 acetyltransferase | inhibition, % at 15.6 µM | 0.17% of 350,000 active | AID 651687;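 active = every replicate shows inhibition of at least 40%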;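 note: 0% = neutral control wells and 100% = positive control wells; some results beyond the cut were filed as inactive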
# PAX8 inh HTS: PAX8 transcriptional activity inhibition; RMG-I TPO-luciferase reporter, SteadyGlo, 24 h; inhibition, % at 12.6 µM; 1.2% of 360,000 active; AID 652154;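 active = mean replicate inhibition at least 60% with every replicate also reaching 60%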;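 note: luciferase light reporting Pax8 driven TPO promoter activity; plate controls were median of neutral control wells for no effect and mitoxantrone controls for full effect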
# Cneo AK release: Cryptococcus neoformans lysis via adenylate kinase release | lysis activity, % at 15 µM | 0.2% of 360,000 active | C. neoformans lysis, adenylate kinase release luminescence, 4 h; normalised: neutral wells 0, clomiphene wells 100 | AID 651654;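 active = mean lysis activity across replicates of at least 80%, whatever share of replicates individually reach that level; inactive = mean lysis activity below 80%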
#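 Assay system: log-phase C. neoformans yeast / Quantity: yeast cell density of 5 × 10^6 cells/mL / Medium: fresh YPD growth medium / Compound: single dose / Timing: static 4 h at 37 °C with compound, 1 h detection / Measured by: adenylate kinase release luminescence / Read-out: lysis from increased AK signal / Benchmarks: Clomiphene as positive lysis control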
# C2C12 statin: protects C2C12 myotubes from simvastatin toxicity; ATP luminescence, 48 h; scaled: DMSO 0, geranylgeraniol control 100; rescue of ATP level, % at 7.49 µM; 0.78% of 330,000 active; AID 602340;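 active = mean ATP rescue above about 67%, or every replicate alone reaching that limit, limit read from the data, passing the limit was not always enough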;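 note: myotubes were challenged with 10 µM simvastatin during compound exposure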
# PglD DTNB: inhibitors of Campylobacter jejuni PglD acetyltransferase. 0.098% of 360,000 active. AID 602405. inhibition, % at 12.5 µM. purified PglD enzyme, DTNB colorimetric CoA detection; in the data active = inhibition above about 16%, passing the limit was not always enough; note: strong numbers were not always called active
# INS-1E GSIS act: primary screen for activators of insulin secretion dependent on glucose, INS-1E cells, GLuc reporter luminescence | activation, % at 16.6 µM | INS-1E GLuc reporter insulin secretion, 2-3 h | 0.61% of 370,000 active;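 active = lowest replicate activation of at least 40%, so every replicate reaches that level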;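 note: 0% = median of neutral control wells and 100% = median of IBMX positive control wells; some compounds called inactive have numbers as strong as hits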
# LGR2 inh: inhibitors of bursicon-induced Drosophila LGR2 receptor cAMP signaling | inhibition, % at 9.99 µM | HEK293 LGR2, CRE-luciferase, bursicon-stimulated, 4 h | 0.35% of 380,000 active;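 active = drop in luminescence signal, shown as inhibition above about 50% in the replicate tests, limit read from the data, passing the limit was not always enough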;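 note: agonist challenge used bursicon conditioned medium at about half maximal strength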
# ARNT-TACC3 inh: disruptors of human ARNT/TACC3 interaction; Q9Y6A5; 0.66% of 390,000 active; inhibition, % at 9.99 µM; AlphaScreen His-ARNT PAS-B/GST-TACC3 binding, luminescence; TACC3 fragment carries E629A point mutation;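 active = mean inhibition of replicates at least 50% and at least half of replicates each reaching 50%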;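 note: 0% = complete ARNT plus TACC3 wells and 100% = ARNT alone without TACC3; many hits fall short of the cut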
# Starred values were filed as active, the others as inactive; . = no result given.
SMILES,PGC1a acetyl inh,PAX8 inh HTS,Cneo AK release,C2C12 statin,PglD DTNB,INS-1E GSIS act,LGR2 inh,ARNT-TACC3 inh
COC(=O)CSc1ccnc2cc(Cl)ccc12,.,7,.,.,.,21,-5,-18
C[C@H](NC(=O)C[C@@H]1C=C[C@H](NS(=O)(=O)c2cccc(F)c2)[C@H](CO)O1)c1ccccc1,2,1,-12,-8,2,3,-5,8
CCCCN(CCCC)CC(O)COc1ccccc1C(=O)Nc1ccccc1 (stereo not drawn),-33,13,2,.,3,-3,12,2
Fc1ccc(C2N(c3ccccc3)C(=S)N3CCCN23)cc1 (stereo not drawn),-4,3,0,-3,4,-4,10,-6
CC(CNc1ccccc1O)C(=O)O (stereo not drawn),.,.,.,3,.,35,-9,8
COC(=O)[C@@H]1CC(O)CN1C(=O)C12CC3CC(CC(C3)C1)C2 (stereo partly drawn),6,-16,2,8,-1,5,1,9
CCC(=O)N(C)C[C@H]1Oc2ncc(C#CCC(C)C)cc2C(=O)N([C@@H](C)CO)C[C@H]1C,33,.,-3,9,-2,11,-2,-6
COC(=O)c1ccc(NC(=O)Nc2ccccc2F)cc1,4,-189,-6,-32,-3,-10,-28,.
Cc1ccc(NC(=O)c2cncc(Br)c2)cc1S(=O)(=O)N(C)C,15,-109,-6,1,6,8,-19,1
COc1ccc(C#Cc2ccc3c(c2)[C@]2(C(=O)N3)[C@H](c3ccc(OCCO)cc3)N3[C@H](c4ccccc4)[C@H](c4ccccc4)OC(=O)[C@H]3[C@@H]2C(=O)N2CCc3cc(OC)c(OC)cc3C2)cc1,5,7,2,.,-1,.,.,28
OC(CN1CCCCC1)Cn1c2ccccc2c2ccccc21 (stereo not drawn),.,-3,-1,40,0,12,-13,1
O=C1OCCC1Sc1nnc(-c2ccccc2)o1 (stereo not drawn),-13,.,0,10,3,.,.,-2
CC(=O)N1CCc2c(sc(NC(=O)C3COc4ccccc4O3)c2C(N)=O)C1 (stereo not drawn),3,-51,-19,-6,5,-6,10,7
C[C@H](CO)N1C[C@H](C)[C@@H](CN(C)CC2CCCCC2)Oc2ccc(NC(=O)Nc3ccc4c(c3)OCO4)cc2CC1=O,4,90*,2,-13,1,7,18,21
Cc1cc(C(=O)N2CCN(C/C=C/c3ccccc3)CC2)no1,.,.,-2,5,-3,.,.,5
CN(C)c1ccc(-c2noc(C3CCN(S(=O)(=O)c4cccc(C(=O)O)c4)CC3)n2)cc1,1,.,4,-12,-4,-1,-13,6
O=C(C1CCN(Cc2ccc(F)cc2)CC1)N(CCO)Cc1ccccc1,-1,20,1,11,-3,.,.,-5
Cc1noc(C)c1NC(=O)N(C)C[C@H]1Oc2ccc(NC(=O)Cc3cn(C)c4ccccc34)cc2CC(=O)N([C@H](C)CO)C[C@@H]1C,-6,-12,10,-16,2,-9,-16,-3
O=C(COC(=O)c1ccc([N+](=O)[O-])s1)NCCc1ccccc1,0,.,0,3,4,-2,12,50*
Cc1c(Br)c(=O)oc2c(C)c(O)ccc12,.,-7,.,.,.,2,5,-3
CN(CC(=O)Nc1c(Cl)cccc1Cl)C(=O)c1ccc(NS(=O)(=O)c2ccc3[nH]c(=O)[nH]c3c2)cc1,6,-16,-1,4,-3,1,0,-2
CCCCCCNS(=O)(=O)c1ccc(Cl)s1,.,-4,3,-8,0,.,.,-2
Cc1cc(C)n(CC(O)Cn2c3ccc(Cl)cc3c3cc(Cl)ccc32)c(=O)n1 (stereo not drawn),-6,.,3,21,1,-32,2,-3
N#C/C(C(=O)N1CCOCC1)=C1\Nc2ccccc2S1,3,-56,1,-7,1,.,.,-2
O=C(Cc1cccs1)NNC(=S)NC(=O)c1ccc(F)c(F)c1,.,-2,.,.,.,-4,-17,2

# The results go on:
SMILES,PGC1a acetyl inh,PAX8 inh HTS,Cneo AK release,C2C12 statin,PglD DTNB,INS-1E GSIS act,LGR2 inh,ARNT-TACC3 inh
CCOCCCNC(=O)c1ccc(N2CCOCC2)c(NS(=O)(=O)c2ccc(OC)cc2)c1,.,13,.,.,.,-5,5,-5
C[C@H](O)C#Cc1cnc2c(c1)C(=O)N([C@@H](C)CO)C[C@@H](C)[C@H](CN(C)C(=O)c1ccccc1)O2,-11,.,-3,-3,2,18,-20,0
CN(C)c1ccc(/C=N/NC(=O)c2ccccn2)cc1,2,-68,.,-11,.,.,.,21
C[C@H](CO)N1C[C@H](C)[C@H](CN(C)CC2CCCCC2)OCCCC[C@H](C)Oc2ccc(NS(=O)(=O)c3cccs3)cc2C1=O,-5,-18,0,.,-5,35,3,0
CC(C(=O)Nc1cccc(S(=O)(=O)N2CCOCC2)c1)N1CCN(C/C=C/c2ccccc2)CC1 (stereo not drawn),8,8,.,.,.,-40,-1,14
CCN1CCN(C(=O)/C=C/c2c(F)cccc2Cl)CC1,.,-7,.,.,.,5,5,-5
CC(C)c1nc(SCC(=O)N2CCCC2)c2c(=O)n(C)c(=O)n(C)c2n1,-1,23,0,-1,0,2,7,-1
CSc1nc2ccc(NS(=O)(=O)c3ccccc3F)cc2s1,.,42,.,.,.,-18,3,-12
N=C1S/C(=C\c2ccc(-c3ccccc3C(=O)O)o2)C(=O)N1c1ccc2c(c1)OCO2,-3,6,.,.,.,-8,13,13
O=C(C[C@H]1CC[C@H]2[C@@H](COC[C@H](O)CN2S(=O)(=O)c2ccc(F)cc2)O1)N[C@H]1CCN(Cc2ccccc2)C1,2,8,3,18,-2,5,8,4
COc1c2c(nc3occc13)C(CCC(C)(C)O)(OC)C(O)CC2 (stereo not drawn),3,.,4,-3,1,9,.,24
CCCCCCCCN1[C@@H](CC(=O)OCC)c2cc(C(F)(F)F)ccc2S1(=O)=O,-33,2,0,-18,4,-9,-8,-52
CCN(C(=O)c1cc2c(=O)n3ccccc3nc2n1C)C1CCCCC1,.,-95,-2,-14,-2,-12,-25,-11
Cc1cccc(NC(=O)c2cnn(-c3ccccc3)c2C)c1C,11,-5,-3,9,2,-3,-40,-4
COC(=O)c1cc(Br)ccc1NC(=O)CCNC(=O)c1ccco1,-13,-6,1,2,1,4,4,-7
C[C@@H]1CN([C@@H](C)CO)C(=O)c2cc(NC(=O)Cc3ccccc3)ccc2O[C@@H]1CN(C)S(=O)(=O)c1ccc(Cl)cc1,0,33,3,-23,2,-23,-11,-9
O=C(C[C@H]1CC[C@H](NS(=O)(=O)c2ccccc2F)[C@H](CO)O1)NCCCN1CCOCC1,-3,-13,-1,-15,4,6,-13,-17
CC(=O)Nc1ccc(NC(=O)[C@@H]2CCCN2S(=O)(=O)c2ccc3c(c2)OCCO3)cc1,3,4,4,-3,-2,13,3,-2
CCCCNC(=O)CCNS(=O)(=O)c1ccc(Br)cc1,7,.,0,-6,1,-13,-18,4
COc1ccc(OC)c(NC(=O)c2cc(S(=O)(=O)N3CCCC3)cn2C)c1,-15,-3,1,3,-3,.,17,10
COc1ccc(S(=O)(=O)Nc2ccc3c(c2)C(=O)N([C@@H](C)CO)C[C@H](C)[C@H](CN(C)C(=O)NC2CCCCC2)OCCCC[C@H](C)O3)cc1,-16,4,1,.,-1,-52,0,-1
CC1(C)CC(=O)C(C=Nc2ccc3cn[nH]c3c2)=C(O)C1,0,.,0,-6,-1,.,.,-1
CN(CC(=O)Nc1cccc(F)c1)C(=O)C1CC(=O)N(CCc2ccccc2)C1 (stereo not drawn),10,10,-1,-20,4,-9,-1,1
CCCCNC(=O)C(C)N(CCN(C)C)C(=O)CCCCCN1C(=O)NC(c2ccc(Cl)cc2)C(C(=O)OCc2ccccc2)=C1C (stereo not drawn),.,12,1,-37,2,9,2,6
C[C@H]1CN([C@@H](C)CO)C(=O)Cc2cc(N(C)C)ccc2O[C@@H]1CN(C)Cc1ccc(-c2ccccc2)cc1,-3,20,1,30,7,-20,10,23

# Ordered by length of the SMILES (high to low): some entries from above.
SMILES,PGC1a acetyl inh,PAX8 inh HTS,Cneo AK release,C2C12 statin,PglD DTNB,INS-1E GSIS act,LGR2 inh,ARNT-TACC3 inh
O=C(C[C@H]1CC[C@H]2[C@@H](COC[C@H](O)CN2S(=O)(=O)c2ccc(F)cc2)O1)N[C@H]1CCN(Cc2ccccc2)C1,2,8,3,18,-2,5,8,4
O=C(C[C@H]1CC[C@H](NS(=O)(=O)c2ccccc2F)[C@H](CO)O1)NCCCN1CCOCC1,-3,-13,-1,-15,4,6,-13,-17
CCOCCCNC(=O)c1ccc(N2CCOCC2)c(NS(=O)(=O)c2ccc(OC)cc2)c1,.,13,.,.,.,-5,5,-5

# The listing continues:
SMILES,PGC1a acetyl inh,PAX8 inh HTS,Cneo AK release,C2C12 statin,PglD DTNB,INS-1E GSIS act,LGR2 inh,ARNT-TACC3 inh
C=CC[C@@]1(C(=O)NCCCOC)N=C(c2ccc(OCCCO)cc2)O[C@@H]1c1ccccc1,.,3,32,.,-7,.,.,-2
Cc1cccc(-c2ccc([C@H]3[C@H](CO)N4CCCCN(C(=O)c5ccc6c(c5)OCO6)C[C@@H]34)cc2)c1,2,-76,91*,23,1,-21,16,7
Cc1ccc(S(=O)(=O)Cc2ccc(C(=O)NCc3ccc4c(c3)OCO4)o2)cc1,-29,-21,0,34,3,.,.,-3
O=C(C[C@@H]1C[C@@H]2c3cc(NS(=O)(=O)c4ccccc4)ccc3O[C@@H]2[C@H](CO)O1)N1CCOCC1,-3,-11,54,3,-2,14,9,2
COc1ccc(CCC(=O)NCCc2ccc(OC)c(OC)c2)cc1,2,3,-1,3,-5,-9,0,8
Cc1cc(=O)n2ccccc2c1C#N,4,.,6,8,-5,2,7,-1
O=C(O)c1cccc(Cn2cc(Cl)cn2)c1,.,.,3,2,-6,-2,11,-2
NS(=O)(=O)c1cccc(NC(=O)COC(=O)CNC(=O)c2ccc(-c3ccccc3)cc2)c1,4,-5,-10,4,3,-1,-20,-7
O=C(COC(=O)/C=C/c1ccc(OC(F)F)cc1)NCCN1C(=O)CSC1=O,-1,-13,.,.,.,1,3,-3
Nn1c(COc2ccccc2F)nnc1SCC(=O)NC1CC1,.,12,2,4,4,29,-5,.
O=C(NCCCN1CCOCC1)c1ccccc1N1C(=O)[C@@H]2Cc3c([nH]c4ccccc34)C(c3cccc(Cl)c3)N2C1=O (stereo partly drawn),1,.,0,4,1,-1,18,20
CCN(CC)C(=O)Cn1cc(SCC(=O)NC2CCCC2)c2ccccc21,-5,-21,.,.,.,-1,-8,-11
C[C@H]1CN([C@@H](C)CO)C(=O)c2cc(NC(=O)NC3CCCCC3)ccc2O[C@H]1CN(C)C,0,-3,0,-3,4,-5,-1,3
COc1ccc(C2C(C(=O)N3CCC(C(N)=O)CC3)CC(=O)N2c2ccc(OC)cc2)cc1 (stereo not drawn),5,-12,.,.,.,-5,-6,-6
CCOc1cccc(SCc2noc(C(=O)NCC3CCCO3)c2C(=O)O)c1 (stereo not drawn),1,-24,-1,8,3,24,3,-5
C[C@H](CO)N1C[C@H](C)[C@H](CN(C)C(=O)Nc2ccc3c(c2)OCO3)Oc2ncc(C#CCN(C)C)cc2C1=O,-9,.,1,4,-1,11,6,-13
O=C(NC1Cc2ccccc2C1)[C@@H]1[C@@H](CO)[C@@H]2Cn3c(cccc3=O)[C@H]1N2C(=O)CC1CC1,.,-7,-2,-1,7,4,-5,3
Clc1ccc(CN2C3=NCCCN3c3ccccc32)c(Cl)c1,.,16,3,-12,-7,29,18,-4
CCCN1CCc2c(sc(NC(=O)c3ccc(S(=O)(=O)N4CCN(C(=O)OCC)CC4)cc3)c2C(N)=O)C1,.,.,18,.,0,.,10,-5
C[C@@H]1CCCCO[C@@H](CN(C)C(=O)NC2CCCCC2)[C@H](C)CN([C@@H](C)CO)C(=O)c2cc(NC(=O)NC3CCCCC3)ccc2O1,-6,-17,-7,.,2,-20,11,-12
